# GLS inh = qHTS for Inhibitors of Glutaminase (GLS) | GLS enzymatic activity, qHTS titration | 0.21% of 410,000 active | Glutaminase kidney isoform, mitochondrial (Homo sapiens), O94925 | Potency, µM (highest dose often 45.5 µM), inactives show at the highest dose activity change, negative = inhibition, hits mostly inhibitors | AID 624170, 2012; note: % is set by controls: 0 for no effect and ±100 for the full control effect
#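 Read-out is an Amplex red fluorescence increase coupled through glutamate oxidase and HRP, measured before and after 30 min room-temperature incubation. hKGA is in 45 mM KH2PO4 (pH 8.2) with 0.02% Tween-20; glutamine added as 1mM solution.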
# BAZ2B block = qHTS Assay for Inhibitors of BAZ2B. 4.4% of 360,000 active. Bromodomain adjacent to zinc finger domain protein 2B (Homo sapiens), Q9UIF8. Potency, µM (top dose mostly 114 µM), for inactives: at the highest dose activity change, negative = inhibition, usual class: inhibitors. AlphaScreen BAZ2B-H3K14Ac peptide displacement; note: % is set by controls: 0 for no effect and ±100 for the full control effect; nearly all actives have a fitted effect of over 60% in size
#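 BAZ2B 50 nM plus b-H3(5-23)K14Ac 50 nM, PBS pH 7.4/0.01% Tween-20, 30 min RT; compound added (max 110 uM), 30 min RT; streptavidin donor/Ni-chelate acceptor beads 10 ug/mL final, 20 min dark; AlphaScreen read.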
# PGK inhibitor = qHTS Assay to Find Inhibitors of Phosphoglycerate Kinase | Phosphoglycerate kinase, glycosomal (Trypanosoma brucei brucei), P07378 | PGK/GAPDH coupled, Kinase-Glo luminescence, 60 min | Potency, µM (highest dose often 57.5 µM), for inactives: at the top dose activity change, negative = inhibition, usual class: inhibitors | 0.043% of 380,000 active; note: % is set by controls: 0 for no effect and ±100 for the full control effect; nearly all actives have a fitted effect of over 60% in size
#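 Recombinant glycosomal PGK reaction used 1,3-bisphosphoglycerate generated in-well by GAPDH (100nM final) in 100mM TEA pH 7.6, 5mM MgCl2, 0.01% Tween-20. After 60 minutes at room temperature, ATP was read by Kinase-Glo Plus luminescence end-point.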
# JMJD2A Tudor = qHTS Assay for Inhibitors of JMJD2A-Tudor Domain; 4.4% of 390,000 active; Lysine-specific demethylase 4A (Homo sapiens), O75164; AID 504339, 2011; Potency, µM (highest dose often 114 µM), without a hit: top-dose activity change, negative = inhibition, actives largely listed as inhibitors; AlphaScreen JMJD2A-Tudor / H3K4me3 peptide binding; note: % is set by controls: 0 for no effect and ±100 for the full control effect; nearly all actives have a fitted effect of over 50% in size
# Target sequence (O75164 whole entry, looked up, the tested form may be a part): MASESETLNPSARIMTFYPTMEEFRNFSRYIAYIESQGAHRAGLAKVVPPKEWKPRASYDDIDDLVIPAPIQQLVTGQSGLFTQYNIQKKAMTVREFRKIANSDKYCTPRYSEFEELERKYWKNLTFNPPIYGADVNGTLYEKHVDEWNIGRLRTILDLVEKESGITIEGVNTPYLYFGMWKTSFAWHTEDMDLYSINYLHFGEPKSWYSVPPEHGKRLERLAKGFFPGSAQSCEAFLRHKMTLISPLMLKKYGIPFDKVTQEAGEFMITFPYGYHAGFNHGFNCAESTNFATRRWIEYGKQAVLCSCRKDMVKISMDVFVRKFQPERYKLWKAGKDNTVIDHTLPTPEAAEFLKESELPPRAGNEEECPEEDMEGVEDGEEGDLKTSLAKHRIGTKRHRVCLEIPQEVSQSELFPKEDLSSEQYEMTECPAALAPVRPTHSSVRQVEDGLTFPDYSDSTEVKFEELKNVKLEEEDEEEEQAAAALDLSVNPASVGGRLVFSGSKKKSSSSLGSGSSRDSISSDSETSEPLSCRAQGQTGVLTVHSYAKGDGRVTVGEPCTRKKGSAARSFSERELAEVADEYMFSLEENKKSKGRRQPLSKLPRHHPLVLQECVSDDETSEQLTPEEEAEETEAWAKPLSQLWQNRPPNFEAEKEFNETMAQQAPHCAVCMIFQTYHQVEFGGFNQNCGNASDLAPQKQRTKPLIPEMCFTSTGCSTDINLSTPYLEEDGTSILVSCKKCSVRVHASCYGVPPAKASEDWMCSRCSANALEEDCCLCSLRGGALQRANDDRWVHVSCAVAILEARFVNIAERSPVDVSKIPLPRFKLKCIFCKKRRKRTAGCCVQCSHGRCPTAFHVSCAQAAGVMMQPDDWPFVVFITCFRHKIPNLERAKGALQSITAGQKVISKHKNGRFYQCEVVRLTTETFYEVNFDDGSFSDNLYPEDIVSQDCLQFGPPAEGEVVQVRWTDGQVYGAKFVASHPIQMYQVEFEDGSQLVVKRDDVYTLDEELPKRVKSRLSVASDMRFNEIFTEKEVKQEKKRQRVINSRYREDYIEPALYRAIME
# Pin1 inhibitor = qHTS Assay to Find Inhibitors of Pin1 | Potency, µM (top dose mostly 115 µM), for inactives: at the highest dose activity, negative = inhibition, actives largely listed as inhibitors | 0.009% of 390,000 active | Pin1 FP peptide displacement, HiFluor488, 10 min; active = well fitted inhibition curve with a large enough effect in the polarisation, with a control signal flat, not every such curve was filed as active; inconclusive = small, poorly fitted or top-dose-only effect, or effect the other way, or a change in a side signal; inactive = no such curve, though single readings can be large or run the other way; the % refers to the polarisation; note: % is set by controls: 0 for no effect and ±100 for the full control effect
# BLM inh = qHTS Assay for Inhibitors of Bloom's syndrome helicase (BLM) | 0.2% of 350,000 active | Potency, µM (titrated, usually from 56.1 µM), without a hit: top-dose activity change, negative = inhibition, most hits filed as inhibitors | recombinant BLM DNA unwinding, fluorescence dequenching | RecQ-like DNA helicase BLM (Homo sapiens), P54132;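 note: plate controls were vehicle for no effect and no enzyme for full effect; nearly all actives have a fitted effect of over 35% in size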
# HP1b binding inh = HTS for Inhibitors of HP1-beta Chromodomain Interactions with Methylated Histone Tails; AlphaScreen HP1-beta / biotin-H3K9me3 peptide binding; Potency, µM (doses to about 114 µM), for the others: at the highest dose activity change, negative = inhibition, actives largely listed as inhibitors; AID 540317, 2011; 0.56% of 390,000 active; note: nearly all actives have a fitted effect of over 70% in size; inactives centre near 23
#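 Compound inhibition of the preformed complex between 50 nM HP1-beta and 50 nM biotinylated H3K9me3 peptide was read by AlphaScreen. Buffer was PBS pH 7.4 with 0.01% Tween-20. Incubations ran 30 min at room temperature, with 10 ug/mL donor/acceptor beads.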
# G9a inh = qHTS Assay for Inhibitors of Histone Lysine Methyltransferase G9a. 8.8% of 350,000 active. Potency, µM (top dose mostly 102 µM), for the others: top-dose activity, negative = inhibition, usual class: inhibitors. AID 504332, 2011. G9a H3K9 monomethylation, AlphaScreen, 2 h. Histone-lysine N-methyltransferase EHMT2 (Homo sapiens), Q96KQ7; note: % is set by controls: 0 for no effect and ±100 for the full control effect; nearly all actives have a fitted effect of over 75% in size
#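 Readings reflect AlphaScreen signal from monomethyl-H3K9 antibody detection. HMT at 20 nM; substrate b-H3K9 500 nM; cofactor SAM 20 uM; 2 h RT reaction; compounds tested as titrations in qHTS with 15 min preincubation.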
# POLI inh = qHTS for Inhibitors of Polymerase Iota; Pol iota fluorescent replication assay, 10 min; Potency, µM (top dose mostly 115 µM), without a hit: at the highest dose activity, negative = inhibition, most hits filed as inhibitors; 1% of 390,000 active
#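 Pol iota at 10 nM preincubated 15 min with compounds at room temperature; reaction started with fluorescent substrate, 50 nM final. Fluorescence read kinetically at 0 and 10 min; buffer-only wells as negative control.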
# Starred values were filed as active, the others as inactive; i = inactive; ? = inconclusive; . = no result given; [ ] = remark or other dose. Unless noted, calls come from the whole dose curve; as a rule, active = well fitted curve in the direction sought with a large enough effect; inconclusive = small, poorly fitted or top-dose-only effect, or another doubt; inactive = no such curve, though single readings can be large; an effect the other way counts as inactive or inconclusive. Potency is the fitted concentration of half-maximal effect. Only part of the results is shown; count on the stated rates, not on these rows.
# Preview:
# Results follow in this order: PGK inhibitor, JMJD2A Tudor, GLS inh, HP1b binding inh, BLM inh, Pin1 inhibitor, BAZ2B block, POLI inh, G9a inh
COc1cc2c(cc1OC)C(c1ccc(Br)cc1)N(C(=O)c1ccccc1C(=O)O)CC2 (stereo unspecified)
    -11%, -3%, 11%, 43%[activator], -3%, 4%, 1%, -8%, 12%
N#CCC(=O)Nc1ccc(C(=O)Nc2cccc(S(N)(=O)=O)c2)cc1
    -2%, -23%, 0%, -14%, -6%, 34%[activator], -15%, 26%, 1%

# The listing, previewed entries included:
# Results follow in this order: PGK inhibitor, JMJD2A Tudor, GLS inh, HP1b binding inh, BLM inh, Pin1 inhibitor, BAZ2B block, POLI inh, G9a inh
COc1cc2c(cc1OC)C(c1ccc(Br)cc1)N(C(=O)c1ccccc1C(=O)O)CC2 (stereo unspecified)
    -11%, -3%, 11%, 43%[activator], -3%, 4%, 1%, -8%, 12%
N#CCC(=O)Nc1ccc(C(=O)Nc2cccc(S(N)(=O)=O)c2)cc1
    -2%, -23%, 0%, -14%, -6%, 34%[activator], -15%, 26%, 1%
COc1ccc(S(=O)(=O)N(C)c2ccc(C(=O)NCc3ccccn3)cc2)cc1
    -4%, -5%, -9%, 34%, -3%, -2%, -2%, 28%, .
CC(C#N)(NC(=O)CN1CCN(S(=O)(=O)c2ccc(Br)cc2Cl)CC1)C1CC1 (stereo unspecified)
    6%, 3%, 0%, 25%, ., -1%, 6%, -11%, 15%[2.33 µM]
O=C(COc1ccc(Cl)cc1)Nc1cc(NC(=O)COc2ccc(Cl)cc2)cc(C(=O)O)c1
    -10%, -25%, 3%, 13%, -5%, ?, ?, 3%, -5%
Cc1cc(NCc2ccncc2)ccc1Br
    -6%, 18µM*, -4%, ?, -3%, 14%, 50µM*, -23%, .
COC(=O)c1cc(S(=O)(=O)C(C)C)c(S(C)=O)s1 (stereo unspecified)
    -4%, 6%, -10%, 34%[activator], -6%, -1%, -14%, 6%, -30%
O=C(CN1CCCC1)NCC1(c2ccccc2)CCOCC1
    2%, -6%, 15%, 4%, -1%, 2%, 0%, -7%, 15%[12.7 µM]
Cc1ccc(-c2nnn(CC(=O)N(CCO)C(C(=O)NC(C)(C)C)c3ccncc3)n2)cc1 (stereo unspecified)
    -4%, -16%, -1%, 26%, 0%, -3%, -6%, 7%, ?
Cc1onc(-c2ccccc2Cl)c1C(=O)NCCN1Cc2ccccc2C1=O
    -4%, 1%, 15%, 29%, 0%, -7%, ?, 22%, ?
O=C(Nc1cccnc1)c1ccc(C(=O)Nc2cccnc2)cc1
    0%, -10%, -12%, 58%[activator], -2%, -3%, -19%, 8%, -2%
CCSc1nc2n(n1)C(c1ccc(C(=O)O)cc1)C(C(=O)Nc1ccccc1C)=C(C)N2 (stereo unspecified)
    2%, -15%, 28%, 51%[activator], 2%, -2%, -14%, -3%, -2%[59 µM]
CCOc1ccc(OCC)c(Nc2cc(C)nc3nc(C)nn23)c1
    -7%, ?, 17%, 5%, 3%, 4%, 3%, -18%, -47%
O=C(Cc1cccs1)N(c1ccccc1)C1C=CS(=O)(=O)C1 (stereo unspecified)
    ., -17%, 11%, 8%, -8%, -12%, -22%, 56µM*, 5%[59 µM]
COc1ccc(CCNC(=O)CSc2nncn2N)cc1OC
    -9%, -6%, 0%, 24%, -2%, 0%, 0%, 24%, -32%[59 µM]
CCOC(=O)c1cc(C)sc1NC(=O)c1ccc(Cl)s1
    0%, 57%[activator], 9%, 392%[activator], -1%, ?, 85%[activator], ?, 90%[activator][12.7 µM]
Nc1c2c(nn1-c1ccccc1)CCC2
    -5%, -20%, ?, 25%, -6%, -8%, -12%, -20%, ?
COc1ccc(CCNC(=O)CSc2n[nH]c(C)c2[N+](=O)[O-])cc1OC
    -4%, 6%, -4%, 47%[activator], -8%, 0%, -14%, -20%, ?
Cn1c(N)c(C(=O)COC(=O)c2ccccc2NCc2ccco2)c(=O)n(C)c1=O
    1%, -4%, -3%, 35%, -4%, -7%, -15%, 15%, -33%
COc1ccc(CN(Cc2nc3ccccc3c(=O)[nH]2)C(=O)C(C)(C)C)cc1
    -4%, -9%, 1%, 27%, -1%, -7%, 6%, 2%, 7%[59 µM]
CN(C(=O)/C=C/c1ccc(F)cc1)C1CCCCC1
    -1%, 6%, 6%, 25%, ., 0%, ., 18%, .
CCc1c(C(=O)c2ccc(Cl)cc2)oc2c(C)c3oc(=O)cc(C)c3cc12
    -8%, -2%, -11%, 44%[activator], 2%, -7%, 14%, 0%, .
COc1ccccc1NC(=O)COC(=O)C12CC3CC(CC(Cl)(C3)C1)C2
    5%, 21%, 5%, 68%[activator], -10%, ?, -3%, 9%, 13%
CN1CCN(NC(=O)c2c(-c3ccccc3)sc3ccccc23)CC1
    3%, -14%, 9%, 9%, ., -18%, ., 1%, .
CCOC(=O)c1c(S(=O)(=O)N2CCC(C(=O)NCc3cccc(C)c3)CC2)c(C)n(C)c1C
    i, -27%, 4%, -2%, 1%, -7%, -15%, 9%, 10%[59 µM]
CC(=O)c1cccc(N2C(=NC(=O)COc3ccccc3)SC3CS(=O)(=O)CC32)c1 (stereo unspecified)
    i, ?, -17%, 18%, -2%, 1%, -19%, 14%, 13%
Cc1cc(C)c(C#N)c(SCS(=O)Cc2ccccc2)n1 (stereo unspecified)
    -7%[11.5 µM], -10%, 8%, 15%, -1%, 3%, -4%, 7%, -15%[59 µM]
CCCCNc1nc2ccccc2nc1NS(=O)(=O)c1cccs1
    -11%, 15%, 10%, 41%[activator], 0%, -2%, -6%, -9%, ?
Cc1cccc(NC(=O)CSc2nnc(CSc3nc(C)cc(C)n3)o2)c1
    -3%, -5%[57.1 µM], -2%, 1%, -3%, -3%, 16%, -7%, 6%[59 µM]
Nc1cc(=O)[nH]c(SCc2cccc3ccccc23)n1
    -2%, -19%, -7%, 31%, -2%, -4%, -5%, -12%, 24%
CNC(=O)COc1coc(CN2CCN(Cc3ccccc3)CC2)cc1=O
    -9%, -20%, 1%, 37%, 2%, 2%, 1%, 17%, 3%
S=c1[nH]nc(-c2ccco2)n1/N=C/C(Cl)=C/c1ccccc1
    i, ?, -4%, ?, -8%, -7%, ?, ?, 4.5µM*
C=CCn1c(SCC(=O)Nc2ncc(Cc3cc(Cl)ccc3Cl)s2)nnc1-c1ccncc1
    i, 7%, 1%, 23%, -6%, 10%, 12%, -8%, 7%
C=CCc1c(C)nc(-c2ccccc2)nc1Nc1ccc(O)cc1
    -6%, ?, 20%, -11%, -7%, ?, ?, -1%, -11%[59 µM]
CC(C)NC(=O)c1onc(CSc2ccccn2)c1C(=O)NC(C)C
    0%, -14%, 13%, 29%, -2%, -6%, -2%, 15%, -27%[59 µM]
Cn1c(SCC(=O)Nc2nccs2)nnc1-c1cccnc1
    -3%, -15%, -1%, 64%[activator], ., 0%, 6%, -7%, -4%[59 µM]
CCCCCCCOc1ccc(-c2ccc(C#N)cn2)cc1
    -4%, 31%[activator], -4%, 119%[activator], -2%, -3%, 44%[activator], 95%[activator], 131%[activator][59 µM]
CCOc1ccccc1NC(=O)Cn1c(=O)n(CCC(C)C)c(=O)c2cccnc21
    i, -14%, -24%, 18%, -8%, 4%, 1%, 20%, 12%[59 µM]
COc1ccc(-c2cn3c(C)c(C(=O)NC(C)(C)C)sc3n2)cc1
    -1%, -27%, -2%, 7%, -3%, -1%, -37%, 8%, -8%
CCOc1ccc(C(=O)Nc2ccc(-c3nnc4n3CCCCC4)cc2)cc1OCC
    -2%, -17%, -8%, 13%, 6%, -9%, -1%, -1%, 1%[59 µM]
COC(=O)c1cc(-c2cccs2)nc2ccccc12
    -9%, -26%, -3%, 193%[activator], -4%, 0%, 155%[activator], 72%[activator], 17%[2.33 µM]
O=C(N/N=C/c1ccncc1)c1cc2c(ccc3ccccc32)o1
    -10%, -22%, 3%, 37%, 1%, 1%, -2%, 9%, 14%[12.7 µM]
O=C(NCC1CCN(Cc2cccc(Cl)c2)CC1)c1cc2ccc3cccnc3c2[nH]1
    i, -16%, -1%, -2%, 5%, -3%, 9%[57.1 µM], 16%, -3%[59 µM]
CCCCCCCCC/C(=N\O)c1ccccn1
    i, 73%[activator], -14%, 139%[activator], -12%, 10%, 37%, 49%[activator], 35%[0.501 µM]
COc1ccc(CCNC(=O)Cn2nc(C(=O)O)c3ccccc3c2=O)cc1OC
    i, -22%, 3%, 78%[activator], -4%, 1%, 2%, 22%, -43%
Cc1nc([N+](=O)[O-])c(C(=O)OCc2ccccc2C#N)n1C
    -6%, -5%, 1%, 27%, -1%, -6%, 0%, 21%, 8%
CC1(C)ON(C2CCCCC2)[C@H]2c3nc4ccccc4n3C[C@H]21
    8%, -8%, 2%, 34%, -1%, -2%, 2%, 38%[activator], .
Cc1cccc(/C=N/NC(=O)c2cc(C)nc3ccccc23)n1
    4%, -4%, 0%, 38%, -7%, -6%, 11%, 47%[activator], 20%
CC(=O)Nc1ccccc1-c1nc2ccccc2n(CC(=O)c2ccc(C)c(C)c2)c1=O
    -3%, -4%, -2%, 36%, -3%, -3%, -2%, 34%[activator], -29%[59 µM]
Cc1noc(NS(=O)(=O)c2ccc(NC(=O)/C=C/c3ccc(Br)cc3)cc2)c1C
    -6%, -32%, -1%, -21%, -1%, ?, -35%, -2%, ?
CC(=O)c1c(C)nc2ccc(C)cc2c1-c1ccccc1
    -1%, -8%, 16%, 38%, -3%, -4%, -21%, 78%[activator], ?
Cc1noc(C)c1CSc1nnc(-c2ccncc2)n1-c1cccc(Cl)c1C
    -2%, -7%, -1%, 35%, 0%, -2%, 7%, -3%, -6%[59 µM]
CCCn1c2ccccc2c2cnn(CC(=O)N3CCC(C)CC3)c(=O)c21
    1%, -6%, -8%, 31%, 1%, 0%, 0%, -6%, -22%[59 µM]
